Source: PubChem BioAssay (several laboratories)
NTR1 agonist: agonists of NTR1, primary screen, imaging, U2OS cells, beta-arrestin-GFP, high content (AID 493036) | Neurotensin receptor type 1 (Homo sapiens), P30989 | NTR1-U2OS beta-arrestin-GFP spot imaging, agonist mode | activation, % at 20 µM | hit rate 0.17% among 330,000;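 active = activation at or above 40% of the spot to cytoplasm intensity ratio, with at least 20 cells analyzed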;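 note: 0% = DMSO without peptide and 100% = 100 nM NTR1 peptide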
Target sequence (P30989 whole entry, looked up): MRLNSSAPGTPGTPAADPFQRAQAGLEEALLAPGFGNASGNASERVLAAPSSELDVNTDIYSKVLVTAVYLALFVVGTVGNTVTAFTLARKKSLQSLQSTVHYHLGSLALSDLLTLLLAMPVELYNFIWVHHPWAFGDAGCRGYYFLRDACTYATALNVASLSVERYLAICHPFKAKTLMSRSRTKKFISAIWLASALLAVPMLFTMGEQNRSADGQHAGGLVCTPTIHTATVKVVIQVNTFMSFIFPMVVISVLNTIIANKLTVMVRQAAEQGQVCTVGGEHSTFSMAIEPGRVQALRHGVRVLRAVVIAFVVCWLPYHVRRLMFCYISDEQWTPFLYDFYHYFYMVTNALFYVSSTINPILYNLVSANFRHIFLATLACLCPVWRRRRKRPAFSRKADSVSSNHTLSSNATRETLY
Yfh1-depleted yeast: enhancers of respiration in Yfh1-depleted yeast, dose response, Friedreich's ataxia, plus single-dose screen (AID 1465) | hit rate 0.074% among 220,000 | fold induction at 50 µM; hits with a dose series show EC50 in µM | S. cerevisiae Yfh1-off respiration, WST-1 reduction, 72 h; higher fold induction means a stronger effect;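 active = fold induction of absorbance versus untreated yeast above a set limit, then at least 30% activation at any dose in follow-up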;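 note: activators that raise dye reduction in frataxin-depleted yeast; strong numbers were not always called active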
NTR1 agonist cell count 20 µM: further read-out of NTR1 agonist, marked with its call; cell count; measured here: cell count, cytotoxicity flag
An asterisk follows results filed as active; i = inactive; / = not tested or not shown.

SMILES | NTR1 agonist | NTR1 agonist cell count 20 µM | Yfh1-depleted yeast
CCOC(=O)C1=C(CN2CCc3ccccc32)NC(=O)NC1c1cc(C)ccc1C (stereo unspecified) | / | / | i
Nc1ccc(O)c(C(=O)O)c1 | / | / | i
CC[C@]1(O)CC2CN(CCc3c([nH]c4ccccc34)[C@@](C(=O)OC)(c3cc4c(cc3OC)N(C)[C@H]3[C@@](O)(C(N)=O)[C@H](O)[C@]5(CC)C=CCN6CC[C@]43[C@@H]65)C2)C1 (stereo partly specified) | / | / | i
CC(=O)Nc1ccc2nc(N)sc2c1 | / | / | i
C[C@@H](O)[C@H]1C(=O)N2C(C(=O)O)=C(S[C@@H]3CN[C@H](C(=O)N(C)C)C3)[C@H](C)[C@H]12 | / | / | i
COc1cc(NCCCC(C)N)c2ncccc2c1 (stereo unspecified) | / | / | i
C#CCCOC(=O)N1C2=NC(C(=O)OC)=C(C(=O)OC)[C@@H]3Nc4ccccc4[C@]23C[C@H]1C(=O)OC | / | / | i
CC(C)(CNC(=O)CNC(=O)C1CCCCC1)N1CCOCC1 | -0.1 | 73 | /
Cc1ccc(NC(=O)CN(C)C(=O)C(C)N2CCN(Cc3ccccc3C)CC2)cc1 (stereo unspecified) | -2.3 | 55 | /
Cc1ccc(NC(=O)COc2ccc3c(c2)OCO3)c(Cl)c1 | 1.2 | 60 | /
CC(C)(C)[C@@H]1COC(=O)[C@H](Cc2ccc(F)cc2)CC/C=C\C[C@@H](CC(=O)N(CCO)Cc2ccccc2)C(=O)N1 | 0.2 | 62 | /
COc1ccc(C(CNC(=O)COc2ccccc2C)N2CCOCC2)cc1 (stereo unspecified) | -0.6 | 67 | /
COc1ccccc1C(=O)NC(=O)COC(=O)CCOc1ccccc1C | -0.9 | 75 | /
Cc1ccc(C)c(OCCC(=O)Nc2cc(S(=O)(=O)N3CCCCC3)ccc2C)c1 | 2.5 | 62 | /
COC(=O)c1ccn(CSc2cc(Cl)ccc2Cl)n1 | -1.1 | 67 | /
CCN(C(=O)COC(=O)CSc1ccccc1)c1c(N)n(Cc2ccccc2)c(=O)[nH]c1=O | -0.9 | 62 | /
O=C(OCc1ccccc1)c1ccccc1O | 0.5 | 69 | /
COc1ccc(S(=O)(=O)N2CCOCC2)cc1C(=O)N(C)CCOc1ccc(Cl)cc1 | -0.9 | 60 | /
O=C(NCc1ccco1)c1ccccc1SCC(=O)N1CCCC1 | 4.5 | 45 | /
COc1cccc(OCC(=O)NC2CCS(=O)(=O)C2)c1 (stereo unspecified) | 0.8 | 58 | /
CN(C)c1ccc(C(=O)NCC(c2cccs2)N2CCOCC2)cc1 (stereo unspecified) | -2.1 | 60 | /
COc1ccc([C@H]2CC(=O)C=C(C#CC(C)(C)C)C2)cc1 | 3.5 | 58 | /
O=C(Cn1[nH]c(=O)c2ccccc2c1=O)OCC(=O)c1ccc(F)cc1 | -0.3 | 54 | /
Cc1ccoc1C(=O)NCCNC(=O)c1occc1C | -0.7 | 54 | /
COc1ccc(NC(=O)COC(=O)CN2C(=O)C3CC=CCC3C2=O)c([N+](=O)[O-])c1 (stereo unspecified) | 0.4 | 53 | /
Going on with the list.
SMILES | NTR1 agonist | NTR1 agonist cell count 20 µM | Yfh1-depleted yeast
CC1CCCCN1C(=O)c1ccc(C(=O)c2ccccc2)cc1 (stereo unspecified) | -1.3 | 59 | /
COc1ccc(OCCC(=O)Nc2cc3c(cc2C(=O)O)OCCCO3)cc1 | 1.5 | 71 | /
O=C(NC1CCC(O)CC1)c1cc(-c2ccc(Cl)cc2)nc2ccccc12 (stereo unspecified) | 2.9 | 79 | /
Cc1ccc(SCC(=O)NNC(=O)c2cncc(Br)c2)cc1 | 3.9 | 39 | /
CCc1noc(C)c1C(=O)OCC(=O)Nc1c(F)cccc1F | 0.9 | 50 | /
COc1cc2oc(=O)cc(-c3ccc(-c4ccc(N(C)C)cc4)cc3)c2c(OC)c1OC | 8.3 | 69 | /
Cc1ccc(S(=O)(=O)NCCC(=O)N2CCCC(C)C2)cc1 (stereo unspecified) | 0.6 | 56 | /
Cc1cnc(C(=O)NCC(=O)Nc2ccccc2Br)cn1 | -1.8 | 65 | /
O=C(Cn1cnc2ccccc21)OCC(=O)N1CCCCC1 | 2.1 | 54 | /
COc1ccccc1C(CNC(=O)c1cccc(S(=O)(=O)Nc2ccc(F)cc2)c1)N(C)C (stereo unspecified) | -0.6 | 57 | /
Cc1ccc(C(=O)C(C)OC(=O)Cc2n[nH]c(=O)c3ccccc23)cc1 (stereo unspecified) | 1.6 | 42 | /
CN(C(=O)COC(=O)C(C)(C)Oc1ccc(Cl)cc1)c1c(N)n(Cc2ccccc2)c(=O)[nH]c1=O | 1.2 | 42 | /
CN(CC(=O)Nc1cccc(F)c1)C(=O)CC1CCCC1 | -0.3 | 64 | /
Cc1ccc(SCC(=O)Nc2nnc(-c3ccco3)o2)cc1 | -1.1 | 55 | /
Cc1c(NS(=O)(=O)c2cccc(C(=O)N3CCCC3)c2)c(=O)n(-c2ccccc2)n1C | 2.3 | 52 | /
NC(N)=NCc1cccc(I)c1 | -0.1 | 60 | /
C[C@H](CO)N1C[C@H](C)[C@@H](CN(C)S(=O)(=O)c2ccc(F)cc2)Oc2ccc(NC(=O)c3ccncc3)cc2C1=O | 3.5 | 52 | /
COc1ccc(-c2cc(C(=O)NNC(=O)c3csc(N4CCOCC4)n3)c3ccccc3n2)cc1OC | 4.4 | 63 | /
COc1ccc(CCN(C)C(=O)COc2ccc(C(=O)c3ccccc3)cc2)cc1OC | 0.0 | 87 | /
O=S(=O)(Nc1ccc(-c2ccc3nncn3n2)cc1)c1ccc(Cl)s1 | 1.3 | 69 | /
Cc1ccc2c(c1)[C@H]1[C@H](CO2)[C@H](c2ccccc2)[C@]2(C)C(=O)NCC(=O)N12 | 0.5 | 60 | /
Cc1sc2nc(SCC(=O)Nc3cccc(C(=O)O)c3)[nH]c(=O)c2c1C | 0.1 | 56 | /
Cc1nnc(NC(=O)c2cc(S(=O)(=O)N(C)C)ccc2N2CCCC2)s1 | -1.8 | 59 | /
Cc1ccc2c(c1)-n1c(nc3cc(C)ccc3c1=O)C(Cc1ccccc1)NC2=O (stereo unspecified) | -2.7 | 62 | /
O=C(CCS(=O)(=O)c1ccccc1)N(CCCN1CCOCC1)c1nc2ccccc2s1 | 9.7 | 76 | /

Compound profiles, as listed above:
Cc1ccc(C(=O)C(C)OC(=O)Cc2n[nH]c(=O)c3ccccc23)cc1 (stereo unspecified) in the list: NTR1 agonist = 1.6; NTR1 agonist cell count 20 µM = 42; Yfh1-depleted yeast = /
COc1cc2oc(=O)cc(-c3ccc(-c4ccc(N(C)C)cc4)cc3)c2c(OC)c1OC in the list: NTR1 agonist = 8.3; NTR1 agonist cell count 20 µM = 69; Yfh1-depleted yeast = /
O=C(CCS(=O)(=O)c1ccccc1)N(CCCN1CCOCC1)c1nc2ccccc2s1 in the list: NTR1 agonist = 9.7; NTR1 agonist cell count 20 µM = 76; Yfh1-depleted yeast = /

(listing goes on)
SMILES | NTR1 agonist | NTR1 agonist cell count 20 µM | Yfh1-depleted yeast
COc1ccc(S(=O)(=O)NCC2CCCO2)cc1NC(=O)c1ccc(Cl)cc1 (stereo unspecified) | 1.2 | 73 | /
COc1cccc(C(=O)Nc2ccccc2N2CCN(C(=O)c3ccccc3)CC2)c1 | 2.2 | 57 | /
COc1cccc(C(c2ccccc2)N2C3CCC2CN(S(=O)(=O)c2ccc(F)cc2)CC3)c1 (stereo unspecified) | -0.5 | 44 | /
O=C(CN1C(=O)C2CC=CCC2C1=O)Nc1nc(-c2ccc(F)cc2)cs1 (stereo unspecified) | -1.5 | 50 | /
O=C(COC(=O)CCC(=O)c1ccc(F)cc1)Nc1ccc(Cl)cn1 | -1.2 | 53 | /
Cn1c(N)c(C(=O)COC(=O)/C=C/c2cccc(Br)c2)c(=O)n(C)c1=O | 16.3 | 58 | /
Cc1cccc(C(=S)N2CCOCC2)n1 | 1.3 | 60 | /
CSc1ncccc1C(=O)NCC(c1cccs1)N1CCOCC1 (stereo unspecified) | 1.3 | 63 | /
CCOc1ccc(NC(=O)CN(C)C(=O)c2ccc(COc3ccccc3)o2)cc1OCC | 0.6 | 57 | /
CCNc1nc(NCC)n2c(SCC(=O)Nc3ccc(CC)cc3)nnc2n1 | 1.8 | 68 | /
O=C(NCc1cc(C(F)(F)F)ccc1Cl)c1cccc2c1C(=O)c1ccc(Cl)cc1S2(=O)=O | 0.9 | 66 | /
Cc1c(C(=O)OCC(=O)N(C)Cc2ccccc2)oc2ccccc12 | 5.1 | 73 | /
CC[C@]12c3[nH]c4ccccc4c3CCN1C(=O)C(CC(=O)NCc1cccc(C(F)(F)F)c1)C[C@@H]2C(=O)N1CCN(C(=O)C2CC2)CC1 (stereo partly specified) | 1.3 | 42 | /
COc1ccc(OCC(=O)N2CCN(S(=O)(=O)c3ccc(Cl)s3)CC2)cc1 | 2.2 | 55 | /
CCCCCN(C(=O)CCC(=O)OCCOc1cccc(C)c1)c1c(N)n(CCCC)c(=O)[nH]c1=O | 1.8 | 64 | /
CCN(CC(=O)Nc1c(F)cccc1F)C(=O)Cc1ccc2c(c1)OCCO2 | 1.4 | 53 | /
CCOc1ccc(CN(C)c2ccc(S(=O)(=O)N3CCN(C)CC3)cc2[N+](=O)[O-])cc1OC | 0.4 | 52 | /
CC1(C)O[C@@H]2[C@H](O1)[C@@H](CO)O[C@H]2n1cnc2c(=O)[nH]cnc21 | 1.2 | 68 | /
NC(=O)C1CCN(CC(=O)Nc2ccccc2C(=O)NC2CC2)CC1 | 4.5 | 51 | /
CCCCN1C(=N)N([C@@H](C)CN2CCC[C@H]2CN2C(N)=NC[C@H]2CC(C)C)C[C@H]1[C@H](C)CC | -0.9 | 67 | /
CCCCn1c(N)c(N(CC(C)C)C(=O)CN2C(=O)C3CCCCC3C2=O)c(=O)[nH]c1=O (stereo unspecified) | 2.0 | 60 | /
N#CCc1ccc(NC(=O)CSc2nnc(C3CC3)n2C2CC2)cc1 | -2.2 | 53 | /
NS(=O)(=O)c1ccc(CNC(=O)c2ccccc2SCC(=O)N2CCCC2)cc1 | 0.4 | 74 | /
C=CCC[C@H](Cc1ccc(F)cc1)C(=O)OC[C@@H](C)NC(=O)[C@@H](CC=C)CC(=O)N[C@H](CO)Cc1ccccc1 | 1.5 | 69 | /
Cc1cc(C)c(S(=O)(=O)Nc2ccc(C(=O)O)cc2)cc1S(=O)(=O)Nc1ccc(C(=O)O)cc1 | 0.8 | 46 | /
Continued.
SMILES | NTR1 agonist | NTR1 agonist cell count 20 µM | Yfh1-depleted yeast
O=C(NCC1CCCO1)c1cc(-c2ccncc2)nc2ccccc12 (stereo unspecified) | 0.7 | 63 | /
COc1ccc(N2CCN(C(=O)COC(=O)c3cccc(S(=O)(=O)Nc4cccc(C)c4)c3)CC2)cc1 | 0.9 | 52 | /
Cc1ccc2nc(SCC(=O)N3CCC(C)CC3)nc(=O)n2c1 | 0.6 | 49 | /
CC(Sc1nnc(-c2ccncc2)n1-c1ccc(F)cc1)C(=O)NC1CC1 (stereo unspecified) | -0.6 | 90 | /
COc1ccc(OC)c(NC(=O)Nc2c(O)ccc3ccccc23)c1 | 0.2 | 37 | /
C=CC[C@H](CC(=O)NCCO)C(=O)NCCOC(=O)[C@@H](CC=C)CC(=O)OC(C)(C)C | -0.2 | 46 | /
O=C(CN1C(=O)NC2(CCCCCCC2)C1=O)NCc1ccc(F)cc1 | -3.2 | 48 | /
Cc1ccc(S(=O)(=O)N(C)C)cc1NC(=O)COC(=O)C1CCCC1 | -0.7 | 43 | /

In a second layout: entries from further up.
molecule	NTR1 agonist	NTR1 agonist cell count 20 µM	Yfh1-depleted yeast
COc1ccc(OCCC(=O)Nc2cc3c(cc2C(=O)O)OCCCO3)cc1	1.5	71	/
C=CCC[C@H](Cc1ccc(F)cc1)C(=O)OC[C@@H](C)NC(=O)[C@@H](CC=C)CC(=O)N[C@H](CO)Cc1ccccc1	1.5	69	/
CC(=O)Nc1ccc2nc(N)sc2c1	/	/	i
Cc1ccc(S(=O)(=O)N(C)C)cc1NC(=O)COC(=O)C1CCCC1	-0.7	43	/

Two compounds from above, reduced to NTR1 agonist cell count 20 µM.
canonical_smiles | NTR1 agonist cell count 20 µM
C=CC[C@H](CC(=O)NCCO)C(=O)NCCOC(=O)[C@@H](CC=C)CC(=O)OC(C)(C)C | 46
O=C(CN1C(=O)NC2(CCCCCCC2)C1=O)NCc1ccc(F)cc1 | 48

These rows are one share of the data; rates above refer to the full screens.
